TGFb SMAD3 inh: qHTS for Inhibitors of TGF-b; HepG2 CAGA-GFP TGF-b/SMAD3 reporter, GFP fluorescence, 18 h; TGF-beta stimulated, 500 pg/mL final; Potency, µM (top dose mostly 46.1 µM), without a hit: at the highest dose activity, negative = inhibition, most hits filed as inhibitors; actives 1.2% (n = 410,000); also: potency is read from the fitted curve at half-maximal effect; % is scaled to controls: 0 for no effect and ±100 for the full control effect; nearly all actives have a fitted effect of over 65% in size
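Read-out: total well GFP (ex488/em500-530) summed from mean per-cell fluorescence. Cells: HEPG2 CAGA-GFP, 1% FBS DMEM, 18 h at 37 degrees C with 500 pg/mL final TGF-beta. Unstimulated wells served as the full-inhibition control; stimulated DMSO wells = 0%.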
Mm-Cpn inhibitor: Inhibitors of TCP-1 ring complex (TRiC) of Methanococcus maripaludis (MmCpn): qHTS; Chaperonin Mm-Cpn (Methanococcus maripaludis); purified Mm-Cpn ATPase, ADP Transcreener TR-FRET; Potency, µM (doses to about 76.9 µM), inactives show at the highest dose activity, negative = inhibition, hits mostly inhibitors; actives 0.031% (n = 330,000); AID 504842, 2011; also: potency is read from the fitted curve at half-maximal effect; % is scaled to controls: 0 for no effect and ±100 for the full control effect; nearly all actives have a fitted effect of over 80% in size
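Eu-cryptate anti-ADP/ADP-d2 competition gives a ratio inversely related to ADP. Enzyme at 25 nM was pre-exposed to compound for 10 min, then given 10 uM ATP for 30 min, 37°C throughout.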
pAkt inh: HTS Assay for Inhibitors of Akt Phophorylation: Primary Screen | Neuro2A IGF-stimulated pAkt S473 HTRF, 20 min; stronger effect = lower value | actives 0.32% (n = 360,000) | activity change, % for hits at 50 µM; in the data active = activity change below about -80%; inconclusive = mostly about -51% to -80%; also: % is scaled to controls: 0 for no effect and ±100 for the full control effect
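Neuro2A cells (4,500/well, DMEM with 0.5% FBS) were treated with compound at a single 50 µM final concentration, stimulated with 6 nM IGF for 20 min at 37 °C, and lysed. Phospho-Akt Ser473 was read by HTRF as 665/615 ratio ×10^4.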
A549 viability: Nrf2 qHTS screen for inhibitors: counterscreen for cytotoxicity | actives 0.16% (n = 390,000) | A549 ARE-Fluc cells, CellTiter-Fluor viability, 18-24 h | AID 504648, 2011 | Potency, µM (top dose mostly 46 µM), without a hit: at the top dose activity change, negative = cytotoxicity, actives largely listed as inhibitors; also: potency is read from the fitted curve at half-maximal effect; % is scaled to controls: 0 for no effect and ±100 for the full control effect
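A549 ARE-Fluc cells in 5% FBS OPTI-MEM, 5000 cells/well, rested 2 h then exposed to compounds in concentration-response for 18-24 h at 37 °C. Viability by CellTiter-Fluor fluorescence (Ex 405/Em 525) after 30 min; luciferase luminescence (BugLite, 15 min, RT) read afterwards.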
EPAC2 antagonist: qHTS for Antagonist of cAMP-regulated guanine nucleotide exchange factor 2 (EPAC2): primary screen. AID 720708, 2013. Potency, µM (top dose mostly 114 µM), for inactives: top-dose activity, negative = inhibition, usual class: inhibitors. actives 0.18% (n = 360,000). EPAC2 GEF exchange of Rap1B-BODIPY-GDP, fluorescence; also: potency is read from the fitted curve at half-maximal effect; % is scaled to controls: 0 for no effect and ±100 for the full control effect; nearly all actives have a fitted effect of over 45% in size; many of its hits are not listed in these tables
Target sequence (Q8WZA2 whole entry, looked up): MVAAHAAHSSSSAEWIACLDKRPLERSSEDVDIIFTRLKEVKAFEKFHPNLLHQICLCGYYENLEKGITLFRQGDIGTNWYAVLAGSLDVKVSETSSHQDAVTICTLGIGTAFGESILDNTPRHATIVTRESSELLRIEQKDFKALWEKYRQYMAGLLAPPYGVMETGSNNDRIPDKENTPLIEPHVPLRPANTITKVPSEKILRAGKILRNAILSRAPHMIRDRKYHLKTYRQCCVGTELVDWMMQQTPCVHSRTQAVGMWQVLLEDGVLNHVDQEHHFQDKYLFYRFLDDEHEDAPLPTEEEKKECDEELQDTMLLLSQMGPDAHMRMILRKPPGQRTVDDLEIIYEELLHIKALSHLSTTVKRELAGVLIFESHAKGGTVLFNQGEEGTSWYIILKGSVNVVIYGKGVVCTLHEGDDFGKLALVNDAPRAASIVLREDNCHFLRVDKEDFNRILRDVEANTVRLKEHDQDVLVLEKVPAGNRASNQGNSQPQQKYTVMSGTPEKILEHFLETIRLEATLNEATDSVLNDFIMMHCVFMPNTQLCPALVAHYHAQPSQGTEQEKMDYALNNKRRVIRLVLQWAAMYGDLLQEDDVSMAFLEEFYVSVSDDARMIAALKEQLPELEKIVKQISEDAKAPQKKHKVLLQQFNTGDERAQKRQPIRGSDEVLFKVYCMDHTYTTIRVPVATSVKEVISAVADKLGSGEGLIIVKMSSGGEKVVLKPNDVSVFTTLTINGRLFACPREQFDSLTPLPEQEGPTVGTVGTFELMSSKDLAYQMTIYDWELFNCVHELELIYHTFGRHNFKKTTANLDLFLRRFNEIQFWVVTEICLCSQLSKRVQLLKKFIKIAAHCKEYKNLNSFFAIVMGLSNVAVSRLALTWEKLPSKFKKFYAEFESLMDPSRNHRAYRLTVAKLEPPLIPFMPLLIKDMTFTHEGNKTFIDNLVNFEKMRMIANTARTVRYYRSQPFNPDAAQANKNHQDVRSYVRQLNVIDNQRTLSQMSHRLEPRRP
CCT chaperon mod: High-Throughput Screening for Modulators of Cytosolic Chaperonin Activity; purified chaperonin ATPase assay, HTRF ADP detection, 30 min; AID 651819, 2012; activity change, % (concentration not given with the values), hits read low; actives 0.3% (n = 360,000); in the data active = activity change below about -30%; also: % is scaled to controls: 0 for no effect and ±100 for the full control effect
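Enzyme 40 or 20 nM (batch-dependent) in Tris pH 7.4/KCl/MgCl2/DTT; cpd 76 uM single point; ATP 10 uM; 30 min 37 °C; Transcreener ADP HTRF detection, 30 min RT; ratio 665/615.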
Nrf2 inh: Nrf2 qHTS screen for inhibitors | A549 ARE-Fluc reporter, luciferase luminescence, 18-24 h | Potency, µM (top dose mostly 46 µM), without a hit: at the top dose activity change, negative = inhibition, usual class: inhibitors | actives 2.1% (n = 360,000) | AID 504444, 2011; also: potency is read from the fitted curve at half-maximal effect; % is scaled to controls: 0 for no effect and ±100 for the full control effect; nearly all actives have a fitted effect of over 60% in size
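Quantitative HTS in A549 cells stably bearing an antioxidant response element-firefly luciferase construct. Inhibition of Nrf2-driven transcription was scored by luminescence after 18-24 h of compound exposure at 37 °C.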
EPAC2 agonist: qHTS for Agonist of cAMP-regulated guanine nucleotide exchange factor 4 (EPAC2): primary screen. Rap guanine nucleotide exchange factor 4 (Homo sapiens), Q8WZA2. EPAC2 activation, biochemical qHTS; response scale: 100% = 6.5 mM cAMP response. Potency, µM (doses to about 154 µM), for inactives: at the top dose activation, most hits filed as activators. actives 0.079% (n = 360,000). AID 720711, 2013; also: potency is read from the fitted curve at half-maximal effect; nearly all actives have a fitted effect of over 50% in size
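Compounds were added across a concentration range to EPAC2 (100 nM), RAP1B-BODIPY-GDP (250 nM) and GDP (50 uM). After 5 min at room temperature, fluorescence was recorded at 5-min intervals for 30 min.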
Nrf2 ARE act: qHTS of Nrf2 Activators; AREc32 ARE-luciferase reporter (MCF7-derived line), luminescence, 24 h; Potency, µM (titrated, usually from 46.1 µM), for the others: at the top dose activation, actives largely listed as activators; actives 0.31% (n = 410,000); AID 624171, 2012; also: potency is read from the fitted curve at half-maximal effect; % of control where 0% means no effect; nearly all actives have a fitted effect of over 65% in size
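Reporter line AREc32 (ARE-Fluc), seeded overnight in OPTI-MEM with 5% FBS; compound pin-transferred, 24 hr at 37 deg C, 5% CO2; luminescent read-out.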
* hit, by the source's call; i = inactive; ? = inconclusive; . = not tested or not shown; [ ] = dose if it differs, or a comment. Unless noted, calls follow the shape of the dose curve; as a rule, active = well fitted curve in the direction sought with a large enough effect; inconclusive = small, poorly fitted or top-dose-only effect, or another doubt; inactive = no such curve, though single readings can be large; an effect the other way counts as inactive or inconclusive. Only part of the results is shown; rates above refer to the full screens.

SMILES	TGFb SMAD3 inh	Mm-Cpn inhibitor	pAkt inh	A549 viability	EPAC2 antagonist	CCT chaperon mod	Nrf2 inh	EPAC2 agonist	Nrf2 ARE act
COc1ccc(NC(=S)N2CCOCC2)c(OC)c1	1.8%	-11.0%	i	0.2%	0.0%	-0.1	1.2%	2.5%	-0.3%
CCc1cc(=O)[nH]c(SCC(=O)N2CCOCC2)n1	-0.7%	0.0%	i	-2.0%	-0.5%	0.9	5.4%	-0.9%	0.1%
COc1ccc(CN(CCc2ccccc2)Cc2ccccc2)cc1OC	?	-1.8%	i	19.4%	-10.3%	-3.8	-20.4%	21.2%	3.4%
O=C1CCC(=O)N1c1ccc(-c2nc3ccccc3s2)cc1	-6.3%	-2.8%	i	14.4%	2.2%	0.5	?	-1.1%	0.3%
CCOC(=O)c1ccccc1-n1c(C)cc(C2N=C(N)Nc3nc4ccccc4n32)c1C (stereo not given)	-17.5%	0.0%	i	8.0%	-13.5%	1.1	17.1%	3.7%	3.4%
Cc1cccc(C)c1NC(=O)CN(C)S(=O)(=O)c1ccc2[nH]c3c(c2c1)CCCC3	?	.	.	6.1%	.	.	?	.	0.2%
Cc1cccc(N(C)C(=O)c2cc(S(=O)(=O)N3CCc4ccccc43)cn2C)c1	-19.7%	0.6%	i	-6.1%	-23.7%	1.8	-15.9%	-4.2%	0.0%
O=C(NCc1cccs1)c1cc(-c2ccccc2)on1	-14.5%	0.5%	i	12.7%	1.9%	-1.7	?	5.5%	3.0%
CNc1ccc(Br)cc(C(=O)/C=C/c2ccc3c(c2)OCO3)c1=O	?	-0.3%	i	-19.5%	22.3%[57.1 µM]	2.6	?	0.0%	?
O=C(NC(=O)c1ccccc1N1CCCCC1)Nc1ccc(Br)cc1	-20.7%	-3.9%	i	-0.1%	-2.9%	0.2	3.4%	4.2%	0.4%
CC(=O)CC(C)(C)S(=O)(=O)c1ccc(NC(C)=O)cc1	18.6%	1.8%	i	-2.6%	0.5%	-0.8	-4.6%	-4.5%	-0.3%
COc1ccc(NC(=O)NCCN2CCN(c3ccc(C)cc3)CC2)c(Cl)c1	4.9%	0.1%	i	1.2%	-0.3%	-3.0	-2.5%	-3.3%	0.1%
N#C/C(=C(/O)COc1ccc(Br)cc1)c1nnc2n1CCCCC2	-2.6%	-2.5%	i	3.3%	-11.1%	1.5	1.7%	0.6%	-0.4%
CCOC(=O)[C@]12CCCC=C1N(Cc1ccc(Cl)cc1Cl)C(=O)[C@H](CC(=O)N1CCCCC1)C2	.	.	i	.	-17.7%	-0.2	.	1.7%	3.6%
CCCCC(CCC(=O)Nc1cccc([N+](=O)[O-])c1)C(=O)O (stereo not given)	-7.2%	-1.1%	i	7.7%	4.5%	-3.2	-3.5%	0.0%	0.1%
COC(=O)c1ccc(Cl)c(NC(=O)CN(c2ccccc2)S(=O)(=O)c2ccc(OC)cc2)c1	-4.0%	-1.5%	i	?	-8.2%	-3.0	?	12.6%	4.1%
COCC(=O)c1[nH]c2ccccc2c1C	-4.8%	0.1%	i	5.7%	2.7%	-0.7	7.7%	10.6%	0.6%
CCOC(=O)c1c(COc2ccccc2)oc2ccc(O)cc12	?	-4.5%	i	-7.3%	-9.5%	0.1	?	26.3%	-0.5%
CCOc1ccc(C(=O)NCC(=O)OCC(=O)Nc2ccccc2OC)cc1	10.5%	0.6%	i	-6.4%	13.3%	1.1	9.8%	1.3%	0.1%
CCOC(=O)c1cc2c(ccn2C)n1Cc1ccc(Cl)cc1	-21.8%	-3.3%	i	3.2%	?	0.4	?	-0.1%	0.4%
O=C1ON=C(c2ccc([N+](=O)[O-])cc2)/C1=C/c1ccccc1O	0.9%	0.4%	i	5.0%	1.6%	0.0	0.7%	5.9%	2.3%
CCc1cccc(OCC(=O)N(C)CC(=O)Nc2cccc(F)c2)c1	-3.1%	0.9%	i	-0.4%	-3.0%	-1.5	9.2%	-7.5%	-0.4%
COc1ccc(Cc2nc(C(=O)Nc3ccc(F)cc3)cs2)cc1	0.3%	0.4%	i	-13.7%	-4.2%	-1.5	-19.5%	3.2%	0.8%
COc1ccc(-c2cc(C)no2)cc1S(=O)(=O)Nc1cccc(C)c1	4.2%	0.8%	i	-22.9%	?	-1.2	23.1µM*	6.5%	-0.2%
Cc1nonc1OCCNCCNc1ccc([N+](=O)[O-])cc1Cl	1.7%	-2.8%	i	-14.4%	0.1%	-6.2	2.5%	-0.3%	-0.4%[9.22 µM]
SMILES	TGFb SMAD3 inh	Mm-Cpn inhibitor	pAkt inh	A549 viability	EPAC2 antagonist	CCT chaperon mod	Nrf2 inh	EPAC2 agonist	Nrf2 ARE act
CCc1cccc(CC)c1N1C(=O)c2cc(N3CCOCC3)c([N+](=O)[O-])cc2C1=O	7.3%	-0.1%	i	0.2%	-4.8%	-2.0	4.9%	-4.2%	-0.7%
CC(C)(C)OC(=O)C[C@@H]1C/C=C\C[C@H](CC(=O)N(CCO)Cc2ccccc2)C(=O)NC[C@@H](c2ccccc2)OC1=O	-7.5%	-1.2%	i	-7.9%	-16.7%	-0.8	-10.9%	-2.2%	3.0%
CCOC(=O)C1(C(=O)OCC)C(C)CC(=O)N1c1ccccc1OC (stereo not given)	-6.1%	.	i	.	10.4%	1.3	.	4.4%	2.9%
COc1ccc(NC(=O)CSc2nc(-c3ccc(OC)cc3)[nH]c2-c2ccc(F)cc2)cc1	6.9%	.	.	7.9%	.	.	2.4%	.	8.0%
O=C(O)c1ccc(N2CCN(c3ccc(Cl)cc3)CC2)c([N+](=O)[O-])c1	0.0%	-0.7%	i	-16.0%	?	-1.2	?	12.2%	2.6%
COc1ccc(CNC(=O)C(=O)Nc2ccccc2OC)cc1	-3.9%	.	.	0.9%	.	.	12.2%	.	-0.2%
COc1ccc(C2C3CCCCC3(O)CCN2C(=O)c2cccs2)cc1 (stereo not given)	2.8%	2.1%[15.4 µM]	i	0.4%	-3.7%	-0.1	-11.5%	2.7%	0.2%
COc1ccccc1CNS(=O)(=O)CCNC1CCCCC1	3.8%	.	i	0.6%	6.1%	0.4	29.3%	2.7%	2.0%
Cc1ccc2[nH]c3c(c2c1)CNCC3	0.0%	-1.1%	i	1.6%	7.4%	-1.0	-14.5%	10.3%	0.2%
Cc1cc(OCC(=O)Nc2ccncc2)cc(C)c1Br	-1.6%	0.6%	i	-7.7%	-1.6%	-3.3	9.2µM*	3.7%	0.0%
C#CCNc1ccc(C(=O)OCC)cc1	-7.0%	2.7%	i	8.7%	-0.2%	1.6	16.8%	-0.4%	-0.7%
COc1ccc(S(=O)(=O)N/N=C(/C)c2ccc(C)o2)cc1	3.9%	.	i	11.9%	-3.1%	0.3	-0.6%	23.9%	-0.4%
Cc1ccccc1Nc1nc(N)nc(CN(C)Cc2ccccc2Cl)n1	-3.5%	0.4%	i	-2.1%	-13.7%	-0.1	5.3%	3.3%	5.0%
CC1C/C(=C/c2cccs2)C(=O)/C(=C/c2cccs2)C1 (stereo not given)	-73.2%	2.0%	i	-3.0%	6.6%	-9.5	4.9%	0.4%	?
CCOC(=O)c1sc(=S)n(C)c1NC(=O)c1ccc(OC)cc1	-2.8%	2.1%	i	5.8%	-0.5%	-1.7	-7.5%	13.2%	-0.7%
O=C(CSc1n[nH]c(-c2ccncc2)n1)c1cccc([N+](=O)[O-])c1	-2.7%	2.8%	i	5.8%	-8.1%	-0.7	19.9%	7.1%	2.6%
O=C(NCCc1ccc(Cl)cc1)C1CCCN1C(=O)NCc1ccccc1 (stereo not given)	8.6%	1.1%	i	-14.3%	14.9%	-3.6	-9.2%	3.0%	-0.7%
COc1ccc(C(CNC(=O)C2CC(=O)N(Cc3ccccc3)C2)N2CCOCC2)cc1 (stereo not given)	-0.4%	1.1%	i	22.5%	-10.9%	-2.5	-2.8%	3.2%	0.3%
Cc1cnc(NC(=O)CSc2ccc(Cl)cc2)s1	4.4%	1.3%	i	0.1%	-14.5%	-1.5	-5.1%	3.6%	0.0%
O=C(NCCNCc1ccccn1)c1ccco1	0.4%	-0.2%	i	-5.0%	5.4%	-2.4	3.0%	2.5%	-0.4%
Cc1nn(CC(=O)N2CCCCCC2)c(=O)c2cc3occc3n12	-12.6%	-0.2%	i	-2.4%	6.2%	-0.5	14.9%	3.6%	-2.2%
CC(C)(C)NC(=O)CSc1nncn1-c1ccccc1	?	-0.2%	i	-5.6%	-1.8%	-2.2	7.1%	1.3%	-0.9%
O=C(Nc1cccc(S(=O)(=O)Nc2ccc(Cl)cc2)c1)c1ccc[n+]([O-])c1	3.2%	-0.2%	i	12.0%	7.3%	1.9	0.7%	2.7%	-0.2%
Cc1c(C(=O)N(C)Cc2ccc(OC(F)F)cc2)oc2ccccc12	-8.9%	1.1%	i	11.3%	-27.6%	1.1	-14.2%	6.2%	0.0%
CCOC(=O)c1[nH]cnc1C(=O)Nc1ccccc1	2.2%	2.3%	i	-7.4%	2.9%	-2.3	2.5%	6.1%	0.3%
